# SRC1 TRFRET art: TR-FRET artefact, counter-screen to PPARgamma/SRC-1 agonist assay | TR-FRET detection artefact counter-screen, emission ratio; hits give high values | TR-FRET ratio at 8 µM | 99,000 tested, 0.34% active | AID 1051; in the data active means TR-FRET ratio above about 2300; further: inactives centre near 1800; reference of the scale not given here
# SRC3 TRFRET art: TR-FRET artefact, counter-screen to PPARgamma/SRC-3 agonist assay; TR-FRET ratio at 8 µM; 99,000 tested, 0.39% active; PPARgamma/SRC-3 format; hits give high values; in the data active means TR-FRET ratio above about 2000; further: inactives centre near 1600; reference of the scale not given here
# * marks the source's active call; other numbers are inactive results; & = joins results of further samples. The list is partial, so the mix of outcomes need not match the whole.
molecule	SRC1 TRFRET art	SRC3 TRFRET art
O=C(NCC1CCCO1)c1ccc(NS(=O)(=O)c2ccccc2)cc1 (centres undefined)	1687	1483
COc1cc(OC)cc(C2=NC3(CCC(C)CC3)NC2=S)c1 (centres undefined)	1828	1775
O=C(CC1NCCNC1=O)Nc1ccccc1 (centres undefined)	1930	1341
Cc1ccc(N(Cc2ccc(C(=O)Nc3c(C)n(C)n(-c4ccccc4)c3=O)cc2)S(C)(=O)=O)cc1C	1552	1612
Cc1ccc(CN2CCN(Cc3cnc(C)[nH]3)CC2CCO)cc1 (centres undefined)	1902	1608
O=C(COC(=O)Cc1c(Cl)cccc1Cl)NCCC1=CCCCC1	1776	1591
C[C@H]1O[C@H]1P(=O)(O)O	1709&1734	1694&1602
O=C(Nc1c(Cl)ccc2nsnc12)c1cccnc1	1944	1630
CCCCc1nc(SCCN2CCOCC2)c2c(=O)n(C)c(=O)n(C)c2n1	1931	1575
CCc1ccccc1OCC(=O)OCC(=O)c1c(N)n(C)c(=O)n(C)c1=O	2057	1607
COc1ccc(-c2cc(C(=O)OCC(=O)Nc3ccc4c(c3)OCO4)c3ccccc3n2)cc1	1721	1498
COc1cc(C(=O)NNC(=O)c2ccc(NC(=O)C(C)(C)C)cc2)cc(OC)c1OC	1685	1446
Cc1cc(Cl)n2c(nc3ccccc32)c1C#N	1893	1496
O=C(OCC(=O)c1cccs1)c1ccc([N+](=O)[O-])o1	1784	1659
COc1ccc(NC(=S)N(CCc2c(C)[nH]c3ccccc23)Cc2ccco2)cc1	1614	1573
CC(C)N(C(=O)COC(=O)[C@@H]1CC(O)CN1S(=O)(=O)c1ccccc1[N+](=O)[O-])C(C)C (some centres undefined)	1506	1388
CCc1ccc(N2C(=O)CC(N(CC3CCCO3)C(=O)/C=C/C(=O)O)C2=O)cc1 (centres undefined)	1773	1646
CCCn1c(CNS(=O)(=O)c2ccc(C)cc2)nc2ccccc21	1803	1532
Cc1cc(NC(=O)Cn2ccsc2=N)c([N+](=O)[O-])cc1C	1818	1714
COCCN1C(=O)c2cc(C(=O)Nc3ccc(C)c(F)c3)ccc2C1Nc1ccc(C)c(F)c1 (centres undefined)	1586	1501

# One compound at a time, from the list above:
# COc1cc(C(=O)NNC(=O)c2ccc(NC(=O)C(C)(C)C)cc2)cc(OC)c1OC reads SRC1 TRFRET art: 1685; SRC3 TRFRET art: 1446
# Cc1ccc(CN2CCN(Cc3cnc(C)[nH]3)CC2CCO)cc1 (centres undefined) reads SRC1 TRFRET art: 1902; SRC3 TRFRET art: 1608
# O=C(CC1NCCNC1=O)Nc1ccccc1 (centres undefined) reads SRC1 TRFRET art: 1930; SRC3 TRFRET art: 1341

# Additional entries
molecule	SRC1 TRFRET art	SRC3 TRFRET art
Cc1ccc(NC(=O)c2cnc(N3CCN(c4ccccn4)CC3)c3ccccc23)c(Br)c1	1882	1631
CCOC(=O)c1sc2nc(C)nc(N3CCN(c4ncccn4)CC3)c2c1C	1667	1590
CC(=O)OCC(=O)Nc1c(C)cccc1C	1759	1768
COc1cc(/C=C(\C#N)c2nn(CCO)c(N)c2C#N)cc(OC)c1OC	1876	1583
COc1ccc(-c2cc(C(=O)Nc3ccc(C(N)=O)cc3)c3ccccc3n2)cc1OC	1927	1760
Cc1onc(-c2c(F)cccc2Cl)c1C(N)=S	1747	1721
CCOC(=O)C1(Cc2cccc(OC)c2)CCN(CCO)CC1	1464	1542
COc1ccc(-c2noc(CN(C)CCC3CCCCO3)n2)cc1 (centres undefined)	1948	1587
CCN(CC)S(=O)(=O)c1cc(NC(=O)C(C)N2CCN(c3ccccn3)CC2)ccc1C (centres undefined)	1758	1613
COc1cc(CCC(=O)Nc2ccc(C)c(S(=O)(=O)N(C)C)c2)cc(OC)c1OC	1694	1762
CCOc1ccc(NC(=O)C(=S)NC2CCCCC2)cc1	1898	1761
Cn1c(=O)cc(Cl)[nH]c1=O	1917	1738
CCCOc1ccc(N2C(=O)CC(N(Cc3ccc(OC)cc3)C(=S)Nc3ccccc3)C2=O)cc1 (centres undefined)	1533	1656
C/C(=N/NC(=O)c1cccs1)c1c(C)[nH]n(-c2nc3ccccc3s2)c1=O	1688	1727
O=C(O)c1cc(N/N=C/C(Cl)=C/c2ccccc2)ccc1Cl	1661	1696
CCn1cc(C2=NOC(C(=O)Nc3cc(C)nn3-c3ccccc3)C2)c(C)n1 (centres undefined)	1603	1465
O=C(O)c1nn2cc(CCO)cnc2c1Cl	2083	1730
CC(Sc1nnc(-c2ccccc2)c(-c2ccccc2)n1)C(=O)Nc1ncc(Cl)cc1Cl (centres undefined)	1803	1669
O=C(CSc1ccc(F)cc1)N1CCN(S(=O)(=O)c2ccccc2)CC1	1839	1636
CS(=O)(=O)c1ccc(Cl)c(NC(=O)COC(=O)CNC(=O)c2ccccc2)c1	1875	1769
CCCCNC(=O)c1cccc2c(=O)c(C)c(-c3ccccc3)oc12	1345	1404
CCO[C@H]1OC(C(=O)N2CCOCC2)=C[C@@H](c2ccccc2)[C@@H]1CCCO	1766	1549
CCOC(=O)CCC(=O)N1CCNC(=O)C1	1659	1350
CC(C)NC(=O)CSc1nnc(-c2ccc(F)cc2)c2ccccc12	1904	1605
C=CCn1c(COc2ccccc2F)nnc1SCC(=O)NC(=O)NCc1ccco1	1879	1280
O=C(COC(=O)C1(c2cccc(F)c2)CCCC1)NCc1cccs1	1768	1509
CCOC(=O)CSC1=N/C(=C\c2ccc(OC)c(OC)c2)C(=O)N1C	1906	1555
C#CCOCCOCCOCCNc1nc(N2CCN(C(=O)C([C@@H](C)CC)n3cc(C(N)Cc4ccc(O)cc4)nn3)CC2)nc(N2CCN(C(=O)[C@H](CCC(=O)O)n3cc(C(N)CC(C)C)nn3)CC2)n1 (some centres undefined)	1721	1705
COCCn1nnnc1C(c1ccccc1)N1CCN(Cc2ccc3c(c2)OCO3)CC1 (centres undefined)	1576	1456
CC[N+](CC)(CC)C/C=C/CN1CCCCC1	1912	1382
CC1(C)NC(C)(C)/C(=C\c2cccs2)C(=O)C1=O	1709	1564
CC(O)c1nc2ccccc2n1CC(=O)N1CCN(c2ccccc2)CC1 (centres undefined)	1773	1485
Cc1ccc(C(=O)N2C3=C(CCCC3)C(=O)NC23CCCCC3)cc1	1820	1679
Cc1nn(Cc2ccccc2)c(C)c1C(=O)NCCN1C(=O)S/C(=C\c2ccccc2)C1=O	1651	1704
COc1ccccc1Oc1ccc(S(=O)(=O)N2CCN(C)CC2)cc1	1901	1839
O=C(CC1C(=O)NCCN1Cc1cccc(Oc2ccccc2)c1)NCCc1cnccn1 (centres undefined)	1870	1444
N#Cc1cc2sc3nnc(-c4ccncc4)n3c2cc1C#N	1818	1494
Nc1[nH]nc2c1NN(c1ccc(Cl)cc1Cl)N2	1671	1508
Cc1nn(Cc2ccccc2Cl)c(C)c1NC(=O)CSc1n[nH]c(C)c1[N+](=O)[O-]	1817	1823
NNC(=O)CNC(c1ccccc1)c1cc(Br)ccc1NC(=O)c1cccc(Cl)c1 (centres undefined)	1758	1348

# Further records
# Below each compound – SRC1 TRFRET art	SRC3 TRFRET art
> Cc1oc(-c2cc3c(cc2Cl)OCO3)nc1CN1CCCC(C(=O)N2CCOCC2)C1 (centres undefined)
  1793	1429
> N/C(=N\OC(=O)COc1ccc([N+](=O)[O-])cc1)c1ccncc1
  1783	1687
> CCCCCCc1cc2cc(-c3nnc(-c4ccccc4O)o3)c(=O)oc2cc1O
  1701	1393
> C/C=C/C(=O)OCC(=O)Nc1cc(-c2cc(C)c(C)cc2C)nn1-c1ccccc1
  1871	1543
> O=C1O/C(=C/c2ccccc2)N=C1c1ccccc1
  1849	1709
> CC(C)(C)NC(=O)CSc1nc2scc(-c3ccccc3)c2c(=O)[nH]1
  1794	1730
> C/C(=N\Nc1ncc(Cl)cc1Cl)c1ccc(S(=O)(=O)NCc2ccco2)cc1
  1896	1621
> CCn1cnc2sc(C(=O)Oc3cccc(C)c3)c(C)c2c1=O
  2112	1763
> CC(C)(C)c1ccc(C(CC(=O)O)NC(=O)Cc2ccc(F)cc2)cc1 (centres undefined)
  1854	1459
> CCOC(=O)c1cc(NC(=O)c2ccc(C)cc2)c(=O)oc1C(F)(F)F
  2034	1671
> CCc1cccc2c(=O)c(C(=O)NCCCOC)c[nH]c12
  1993	1700
> CCOC(=O)/C(=C/C=C/c1ccccc1)NC(=O)c1ccccc1
  1875	1692
> COc1cc(/C=C(\C#N)c2ccccn2)ccc1OCc1ccc(Cl)cc1
  1660	1376
> CCOCCCNC(=O)Cn1cc2c(n1)CCCC2
  1922	1538
> Cc1ccc(Cl)c(Nc2ccccc2C(=O)O)c1Cl
  1741	1662
> CC1(C)C2CCC(C2)C1(C)NC(=O)CNCc1cccs1 (centres undefined)
  1673	1552
> CC1=C(C(=O)OC2CCCCCC2)C(c2ccc(C)o2)C2=C(CCCC2=O)N1 (centres undefined)
  1813	1399
> COc1cc(NC(=O)C/C(C)=N/NC(=O)C(OC)c2ccccc2)c(OC)cc1Cl (centres undefined)
  1802	1653
> COc1ccc(C(=O)c2ccc(Cl)c([N+](=O)[O-])c2)cc1
  2088	1626
> CC(=O)N/C(=C\c1cccc([N+](=O)[O-])c1)C(=O)NC1CCCCC1
  1672	1987
> Clc1ccc(CSc2nnc3ccccn23)c(Cl)c1
  1778	1360
> Nn1cc(-c2ccccc2)nc1SCC(=O)N1CCN(S(=O)(=O)c2ccc(Cl)cc2)CC1
  1979	1731
> O=C(CCN1CCCCC1)N=Nc1c(O)[nH]c2ccccc12
  2007	1896
> Cc1nc(SCc2ccc(F)cc2)c([N+](=O)[O-])[nH]1
  1951	1411
> COc1ccc(O)c(C(c2c(C)[nH][nH]c2=O)c2c(C)[nH][nH]c2=O)c1
  1697	1602
> Cc1ccc(C)c(NC(=O)CCC(=O)NNC(=S)Nc2ccccc2)c1
  1722	1630
> COc1ccccc1-n1cc(CN2CCN(C3CCCC3)C(CCO)C2)cn1 (centres undefined)
  1731	1623
> Cc1cccc(-n2cc[nH]c2=S)c1
  1693	1811
> Cc1cc(C(=O)COc2cc(F)ccc2[N+](=O)[O-])c(C)n1C1CC1
  1757	1424
> CC1(C)CC(n2c(NCCO)nc3c(c2=O)C2(CCCC2)Cc2ccccc2-3)CCO1 (centres undefined)
  1678	1404

# Arranged by heavy-atom count (smallest number first): part of the list above.
# Below each compound – SRC1 TRFRET art	SRC3 TRFRET art
> O=C1O/C(=C/c2ccccc2)N=C1c1ccccc1
  1849	1709
> CC(C)(C)NC(=O)CSc1nc2scc(-c3ccccc3)c2c(=O)[nH]1
  1794	1730
> CC(C)(C)c1ccc(C(CC(=O)O)NC(=O)Cc2ccc(F)cc2)cc1 (centres undefined)
  1854	1459
> CCCCCCc1cc2cc(-c3nnc(-c4ccccc4O)o3)c(=O)oc2cc1O
  1701	1393

# (more compounds)
# Below each compound – SRC1 TRFRET art	SRC3 TRFRET art
> CNS(=O)(=O)c1cc(O)c2c(S(=O)(=O)NC)cccc2c1
  2071	1553
> CCc1nnc(NS(=O)(=O)c2ccc(NC(=S)NC(=O)c3cccs3)cc2)s1
  1837	1698
> CC(C)c1ccc(OCC(=O)Nc2ccc(OC(F)(F)F)cc2)cc1
  2127	1648
> Cc1occc1-c1nnc(SCC(=O)N2CCN(c3ccccc3F)CC2)n1C
  1887	1650
> O=C(CSc1ccsc1[N+](=O)[O-])Nc1cc(F)ccc1F
  2002	1799
> COc1ccccc1/C=C/C(=O)NC(=S)NCC1CCCO1 (centres undefined)
  1916	1540
> Oc1c(N=NC(=S)Nc2ccccc2F)c2ccccc2n1Cc1ccccc1
  1958	1622
> CC1(C)Nc2ccccc2N(Cc2ccc([N+](=O)[O-])cc2)C1=O
  1728	1403
> CCOC(=O)C1=C(Nc2ccccc2)CC(C)(O)C(C(=O)OCC)C1c1ccc(Br)cc1 (centres undefined)
  1535	1470
> Cc1[nH]c2ccccc2c1C(c1ccncc1)N1CCN(c2ccccc2F)CC1 (centres undefined)
  1953	1646
> Cc1nc(-c2ccc(Br)cc2)ccc1C(=O)O
  1830	1593
> Cc1cc2c(cc1C)-c1c(ssc1=Nc1ccc(S(N)(=O)=O)cc1)C(C)(C)N2
  1830	1623
> COc1cc(/C=N/O)cc(Br)c1OCC(=O)NCc1ccccc1
  1679	1850
> Cc1cc(C(=O)OCC(=O)Nc2ccc(F)cc2[N+](=O)[O-])c2ccccc2n1
  1600	1522
> CN(Cc1ccccc1)C(=O)COC(=O)c1ccccc1NS(=O)(=O)c1cccc(N)c1
  1630	1539
> CC1=Nc2cc(Cl)ccc2Oc2ccccc21
  1816	1487
> CN(Cc1ccccc1)C(=O)COC(=O)c1ccc(S(=O)(=O)N(C)C)cc1
  1761	1590
> C=C(C(=O)c1ccccc1)C(c1ccccc1)C(C)C(=O)c1ccccc1 (centres undefined)
  1963	1786
> Cc1cc(=O)oc2cc(OCC(=O)OCC(=O)N3CCC(C)CC3)ccc12
  1928	1568
> CSCCC(NC(=O)c1ccccc1C)C(=O)O (centres undefined)
  1750	1532
> CN(C[C@H](Cc1ccccc1)N(C[C@H](CC1CCCCC1)N(CCc1ccccc1)N=O)N=O)N=O
  1677	1631
> Cc1cccc(NC2=NC(C)(C)N=C(N)N2)c1
  1533	1495
> Cc1cccc(NC(=O)c2cccc(NC(=O)Cc3cccs3)c2)c1
  1596	1688
> CCOc1ccc2ccccc2c1CNc1nnnn1CC
  2090	1746
> Cc1cccc(NC(=O)C2CCN(S(=O)(=O)c3c(C)noc3/C=C/c3ccco3)CC2)n1
  1808	1794
> CC(=O)CSc1ncnc2sc3c(c12)CCCC3
  1912	1665
> Cc1[nH]c2ccccc2c1C(c1ccncc1)N1CCC(C)CC1 (centres undefined)
  1799	1762
> CC1CCCCC1NC(=S)Nc1ccc(Cl)cc1Cl (centres undefined)
  1897	1780
> CCc1ccccc1NCC(=O)Nc1ccc(Cl)c(C(F)(F)F)c1
  1708	1581
